Screens deposited in PubChem by several laboratories.
phage Ecoli inh: growth loss of phage-infected E. coli, primary screen, RecBCD inhibitor project, absorbance, with phage, HTS. 360,000 compounds, 0.26% hits. inhibition, % at 11.9 µM. AID 651602, 2012; in the data active = inhibition above about 11%
PfHsp90 yeast 2: growth inhibition of PfHsp90-expressing yeast, primary screen, antimalarial PfHsp90 inhibitor project, S. cerevisiae, BacTiter-Glo luminescence, single point, set 2; BacTiter-Glo ATP, 48 h; yeast lacking PDR1 and PDR3 efflux regulators; inhibition, % at 9.4 µM; 310,000 compounds, 0.32% hits;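 active = every replicate shows inhibition above about 80%, whatever the replicate mean, limit read from the data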;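 note: 0% = DMSO neutral controls and 100% = 20 µM radicicol positive controls; yeast relying on Plasmodium falciparum Hsp90 in place of its own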
Tat export inh: E. coli Tat export inhibitors, primary screen, MC4100, TorA-mCherry reporter, fluorescence, single point; 340,000 compounds, 0.036% hits; AID 488895, 2010; inhibition, % at 10 µM;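 active = mean replicate inhibition at least 50% and at least half of replicates individually reaching 50%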;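 note: exported cargo escapes ClpAP degradation while cytoplasmic cargo is degraded and loses fluorescence; 0% = median of neutral control wells and 100% = median of NaSCN control wells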
AddAB inh: growth inhibition of E. coli expressing H. pylori AddAB, primary screen, AddAB inhibitor project, absorbance; inhibition, % at 11.9 µM; AID 435030, 2010; 330,000 compounds, 0.29% hits; in the data active = inhibition above about 12%;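 note: 0% = vehicle wells of infected cells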
Ecoli viability: E. coli V3065 growth inhibition, primary screen, counter-screen for AddAB inhibitor project, absorbance, OD600; 18 h; inhibition, % at 11.9 µM; 330,000 compounds, 0.27% hits; AID 449728, 2010;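 active = inhibition above the campaign's mean inhibition across all tested compounds plus 3 SD, cut at about 9.9% in these data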;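 note: uninfected addAB+ strain grown without phage in ampicillin broth; 0% = DMSO wells and 100% = ciprofloxacin 0.95 µg/ml wells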
CAL PDZ FP: CAL PDZ peptide-binding inhibitors, primary screen, biochemical, fluorescence polarization, Cer-tagged CAL PDZ, HTS; Golgi-associated PDZ and coiled-coil motif-containing protein (Homo sapiens), Q9HD26; purified CAL PDZ, TMR-peptide fluorescence polarization, 1 h; inhibition, % at 20 µM; 330,000 compounds, 0.02% hits; AID 504414, 2011;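 active = highest replicate inhibition of at least 40%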;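 note: plate controls were DMSO neutral control wells for no effect and unlabeled competitor peptide control wells for full effect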
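Control set: unlabelled peptide and DMSO controls / Material: purified CerCALP PDZ construct / Timing: 1 h incubation at room temperature before polarization reading / Doses: 20 µM, one dose / Detection: fluorescence polarization (mP)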
Wnt act: Wnt/beta-catenin pathway activators, primary screen, cell-based, plate reader, single point | 300,000 compounds, 1.2% hits | Wnt/beta-catenin reporter cell assay, activator | activation, % at 9.35 µM | AID 743398, 2014; in the data active = activation above about 30%, passing the limit was not always enough;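 note: 0% = neutral control wells and 100% = positive control wells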
Rtt109 HAT inh: inhibitors of C. albicans Rtt109/Vps75 HAT, primary screen, biochemical, ThioGlo CoA-SH fluorescence, plate reader; Histone acetyltransferase RTT109 (Candida albicans (strain SC5314 / ATCC MYA-2876)), …; purified Rtt109/Vps75, 4 h; inhibition, % at 34.9 µM; 330,000 compounds, 0.16% hits; AID 540336, 2011;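 active = inhibition of at least 50% in every replicate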
Target sequence (Q5AAJ8 whole entry, looked up): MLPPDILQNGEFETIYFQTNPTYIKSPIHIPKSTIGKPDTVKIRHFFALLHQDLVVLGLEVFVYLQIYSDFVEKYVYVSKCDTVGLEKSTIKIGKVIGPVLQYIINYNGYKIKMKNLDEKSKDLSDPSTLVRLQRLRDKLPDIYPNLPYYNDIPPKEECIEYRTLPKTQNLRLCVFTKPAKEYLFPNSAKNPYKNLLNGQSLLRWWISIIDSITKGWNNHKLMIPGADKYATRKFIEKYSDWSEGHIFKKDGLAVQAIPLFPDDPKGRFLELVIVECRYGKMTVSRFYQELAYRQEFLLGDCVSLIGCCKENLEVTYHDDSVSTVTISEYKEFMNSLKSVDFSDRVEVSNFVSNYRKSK
PvdQ acylase: P. aeruginosa PvdQ acylase inhibitors, primary screen, biochemical, fluorescence, plate reader and imaging, single point; 340,000 compounds, 0.063% hits; inhibition, % at 10 µM; purified PvdQ acylase; PvdQ acylase [Pseudomonas aeruginosa LESB58]; AID 488965, 2010; in the data active = inhibition above about 30%, passing the limit was not always enough;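 note: 0% = vehicle neutral wells and 100% = reference inhibitor wells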
DAGLB inh: DAGLB lipase inhibitors, primary screen, biochemical, fluorescence, HTS; HEK293T DAGLB membrane lysate, EnzChek fluorogenic substrate; inhibition, % at 5.17 µM; 340,000 compounds, 0.059% hits; in the data active = inhibition above about 34%;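 note: 0% = enzyme with vehicle and 100% = wells lacking enzyme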
Target sequence (Q8NCG7 whole entry, looked up): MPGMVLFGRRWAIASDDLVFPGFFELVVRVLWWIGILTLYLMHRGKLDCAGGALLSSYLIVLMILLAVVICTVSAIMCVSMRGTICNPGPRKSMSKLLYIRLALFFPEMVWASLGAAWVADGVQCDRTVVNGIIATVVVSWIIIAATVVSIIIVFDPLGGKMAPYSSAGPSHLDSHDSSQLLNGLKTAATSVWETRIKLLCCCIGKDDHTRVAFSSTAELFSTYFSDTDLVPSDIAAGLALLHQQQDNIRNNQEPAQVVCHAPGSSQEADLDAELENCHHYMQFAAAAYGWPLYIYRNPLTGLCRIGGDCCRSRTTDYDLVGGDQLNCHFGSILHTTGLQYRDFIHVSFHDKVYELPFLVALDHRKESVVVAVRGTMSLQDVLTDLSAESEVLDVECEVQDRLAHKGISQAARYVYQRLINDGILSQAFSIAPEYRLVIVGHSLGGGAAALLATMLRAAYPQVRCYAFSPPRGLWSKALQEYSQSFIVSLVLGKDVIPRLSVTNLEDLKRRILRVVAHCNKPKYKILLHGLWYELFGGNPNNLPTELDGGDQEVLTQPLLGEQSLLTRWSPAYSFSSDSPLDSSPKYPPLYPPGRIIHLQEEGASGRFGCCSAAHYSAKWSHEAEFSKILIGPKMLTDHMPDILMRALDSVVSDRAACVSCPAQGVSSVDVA
An asterisk follows results filed as active.

Screening O=C(NCc1ccccc1)C(Cc1ccccc1)NS(=O)(=O)c1cccc2nsnc12 (stereo unspecified) returned phage Ecoli inh 0.3, PfHsp90 yeast 2 9.2, Tat export inh 5.6, AddAB inh 1.7, Ecoli viability 1.9, CAL PDZ FP -1.7, Wnt act -2.2, Rtt109 HAT inh -8.4, PvdQ acylase -10.2 and DAGLB inh 1.3.
COc1ccc(CNc2nc3nc(-c4ccccc4)cc(=O)n3[nH]2)cc1OC was read as phage Ecoli inh 1.5, PfHsp90 yeast 2 7.6, Tat export inh -6.6, AddAB inh 0.7, Ecoli viability -1.8, CAL PDZ FP -0.9, Rtt109 HAT inh 3.6, PvdQ acylase -16.8 and DAGLB inh 0.8.
`C=CCn1cccc(C(=O)Nc2ccc(OC)c(OC)c2)c1=O` gave phage Ecoli inh 4.9, PfHsp90 yeast 2 4.0, Tat export inh 3.9, AddAB inh 1.4, Ecoli viability -2.2, CAL PDZ FP -1.4, Wnt act 1.7, Rtt109 HAT inh 6.6 and PvdQ acylase -0.9.
Screening Cc1ccc(CNC(=O)CNC(=S)N(Cc2ccccc2)Cc2cccnc2)cc1 returned phage Ecoli inh -0.8, PfHsp90 yeast 2 6.5, Tat export inh 8.7, AddAB inh 0.2, Ecoli viability -0.1, CAL PDZ FP -1.2, Wnt act -4.1, Rtt109 HAT inh 6.6, PvdQ acylase -12.8 and DAGLB inh 1.2.
COc1cc(NS(=O)(=O)c2ccc(NC(=S)NC(=O)c3ccccc3)cc2)nc(OC)n1 was read as phage Ecoli inh 1.8, PfHsp90 yeast 2 1.3, Tat export inh 3.4, AddAB inh 2.5, Ecoli viability 1.4, CAL PDZ FP -0.6, Wnt act -1.9, Rtt109 HAT inh 5.4, PvdQ acylase 6.0 and DAGLB inh 1.7.
`COc1ccc(NC(=O)CCC(=O)Nc2cc(OC)c(NC(=O)c3ccco3)cc2OC)c(OC)c1` gave phage Ecoli inh 0.3, PfHsp90 yeast 2 -85.3, Tat export inh 2.8, AddAB inh 3.2, Ecoli viability -0.8, CAL PDZ FP -0.4, Wnt act -0.2, Rtt109 HAT inh 6.9, PvdQ acylase -0.3 and DAGLB inh -6.3.
Screening CC(C)Cn1cnc2c1c(=O)n(CC(=O)Nc1ccc3c(c1)OCO3)c(=O)n2Cc1ccccc1 returned phage Ecoli inh 0.8, Tat export inh -8.4, AddAB inh 1.9, Ecoli viability -2.4, CAL PDZ FP -1.7, Rtt109 HAT inh -3.9, PvdQ acylase -9.4 and DAGLB inh 1.1.
Cc1ccc(N/C=C2\C(=O)C3(C)CCC2C3(C)C)cc1C (stereo unspecified) was read as phage Ecoli inh 2.9, PfHsp90 yeast 2 4.4, Tat export inh 19.0, AddAB inh 0.5, Ecoli viability -0.2, CAL PDZ FP -1.1, Wnt act -1.9, Rtt109 HAT inh 1.9, PvdQ acylase -13.7 and DAGLB inh -4.4.
CCOC(=O)c1c(N)c(C#N)cn1-c1ccccc1 was read as phage Ecoli inh 3.0, Tat export inh -2.4, AddAB inh 1.4, Ecoli viability 0.9, Rtt109 HAT inh -4.3, PvdQ acylase 8.4 and DAGLB inh 2.0.
For CCOC(=O)C1(CCOc2ccccc2)CCN(Cc2ccc(-n3cccn3)cc2)CC1 the results were phage Ecoli inh 1.6, PfHsp90 yeast 2 -28.4, Tat export inh -0.2, AddAB inh 1.3, Ecoli viability -0.7, CAL PDZ FP -1.3, Wnt act -1.9, PvdQ acylase 3.9 and DAGLB inh -1.9.
For CCC(Oc1ccccc1)C(=O)Nc1nnc(C(F)(F)F)s1 (stereo unspecified) the results were phage Ecoli inh 1.6, PfHsp90 yeast 2 2.4, Tat export inh -0.9, AddAB inh 0.2, Ecoli viability 1.7, Wnt act -2.0, Rtt109 HAT inh 0.8, PvdQ acylase 8.0 and DAGLB inh 2.2.
`CCOc1ccc(N/C(N)=N/c2nc(C)cc(C)n2)cc1` gave phage Ecoli inh 4.3, PfHsp90 yeast 2 -12.8, Tat export inh -6.0, AddAB inh 4.3, Ecoli viability 1.9, Wnt act -4.0, Rtt109 HAT inh 3.9, PvdQ acylase -22.2 and DAGLB inh 1.4.
Screening Cc1c(-c2ccccc2)oc2c(C(=O)OCC(=O)Nc3ccc(C(N)=O)cc3)cccc2c1=O returned phage Ecoli inh 2.0, Tat export inh 9.4, AddAB inh 1.7, Ecoli viability -2.7, CAL PDZ FP -4.2, Wnt act -3.4, Rtt109 HAT inh 3.8, PvdQ acylase 0.4 and DAGLB inh -2.6.
For COc1ccc(NC(=O)Nc2ccc(C(C)C)cc2)cc1 the results were phage Ecoli inh 1.2, PfHsp90 yeast 2 6.8, Tat export inh 5.1, AddAB inh -0.3, Ecoli viability -0.8, CAL PDZ FP -0.6, Wnt act 3.0, Rtt109 HAT inh -29.3, PvdQ acylase -12.9 and DAGLB inh -4.4.
For CC(C)(C)c1cc(C(=O)NCCN2CCCC2)cc(C(C)(C)C)c1 the results were phage Ecoli inh -0.9, PfHsp90 yeast 2 16.8, Tat export inh 0.5, AddAB inh 0.6, Ecoli viability -1.3, CAL PDZ FP -5.1, Wnt act -6.9, PvdQ acylase -13.7 and DAGLB inh 0.6.
O=C1CC(c2ccccc2)CC(O)=C1C=NCCN1CCNCC1 (stereo unspecified) was read as phage Ecoli inh 2.9, PfHsp90 yeast 2 -7.1, Tat export inh -8.8, AddAB inh 5.0, Ecoli viability 3.5, Rtt109 HAT inh 8.3, PvdQ acylase -4.4 and DAGLB inh -1.2.
For COCCN(C(=S)Nc1ccc(OC)cc1)C(C)c1cccs1 (stereo unspecified) the results were phage Ecoli inh 1.2, PfHsp90 yeast 2 -25.6, Tat export inh -2.5, AddAB inh 1.9, Ecoli viability 1.4, CAL PDZ FP 0.6, Wnt act 1.7, Rtt109 HAT inh 0.3, PvdQ acylase -6.0 and DAGLB inh -2.9.
`CCOC(=O)[C@H]1[C@H]2COc3ccc(Cl)cc3[C@@H]2N2C(=O)CN(C)C(=O)[C@@]12C` gave phage Ecoli inh -0.7, PfHsp90 yeast 2 13.3, Tat export inh -3.2, AddAB inh 2.2, Ecoli viability -0.1, CAL PDZ FP -0.9, Wnt act 2.4, Rtt109 HAT inh -6.3, PvdQ acylase -11.2 and DAGLB inh -0.6.
CNS(=O)(=O)c1cccc(C(=O)OCc2cc(=O)n3cc(Br)ccc3n2)c1 was read as phage Ecoli inh 0.4, PfHsp90 yeast 2 6.1, Tat export inh 1.4, AddAB inh 4.2, Ecoli viability -2.1, CAL PDZ FP -1.9, Rtt109 HAT inh 3.3, PvdQ acylase 4.7 and DAGLB inh 2.1.
Screening Cc1cc(C)cc(Oc2ccc(N)cc2)c1 returned phage Ecoli inh 3.3, Tat export inh 12.0, AddAB inh -0.1, Ecoli viability -0.6, CAL PDZ FP -0.5, Rtt109 HAT inh -3.8, PvdQ acylase -1.8 and DAGLB inh -0.4.
`O=C(CCC(=O)OCc1cccc([N+](=O)[O-])c1)Nc1ccccc1Cl` gave phage Ecoli inh 2.0, PfHsp90 yeast 2 -10.9, Tat export inh 5.5, AddAB inh 3.1, Ecoli viability -2.0, CAL PDZ FP -2.5, Wnt act -0.2, Rtt109 HAT inh 1.6, PvdQ acylase -12.5 and DAGLB inh -3.9.
`Cc1ccc(NC(=O)C(C)N2C(=O)c3ccccc3C2=O)cc1` (stereo unspecified) gave phage Ecoli inh 0.2, PfHsp90 yeast 2 -27.1, Tat export inh -1.8, AddAB inh 4.3, Ecoli viability 1.7, CAL PDZ FP -1.1, Rtt109 HAT inh 1.1, PvdQ acylase -18.7 and DAGLB inh -0.5.
For COc1ccc(CNC(=O)c2c(O)c3ccccc3n(C)c2=O)cc1 the results were phage Ecoli inh 2.5, PfHsp90 yeast 2 12.7, Tat export inh -3.2, AddAB inh -0.2, Ecoli viability 2.7, CAL PDZ FP 0.2, Wnt act -0.2, Rtt109 HAT inh -9.6, PvdQ acylase -3.9 and DAGLB inh -1.4.
For CC(NC(=O)c1c(F)cccc1Cl)c1ccc(-n2ccnc2)cc1 (stereo unspecified) the results were phage Ecoli inh 1.2, PfHsp90 yeast 2 -5.3, Tat export inh -7.1, AddAB inh 4.2, Ecoli viability 0.4, CAL PDZ FP 0.0, Wnt act -1.8, Rtt109 HAT inh 2.8, PvdQ acylase -7.3 and DAGLB inh -1.1.
`CCn1c(=O)cc(SCC(=O)NCCCN2CCC(C)CC2)c2ccccc21` gave phage Ecoli inh 4.7, PfHsp90 yeast 2 1.9, Tat export inh -10.7, AddAB inh 0.0, Ecoli viability 0.1, CAL PDZ FP -0.5, Wnt act 5.5, Rtt109 HAT inh -11.5, PvdQ acylase -13.6 and DAGLB inh 2.2.
`O=C(OCc1cc(=O)n2c(n1)sc1ccccc12)c1ccc(O)cc1` gave phage Ecoli inh 1.2, PfHsp90 yeast 2 -7.7, Tat export inh 2.3, AddAB inh 4.4, Ecoli viability 1.9, CAL PDZ FP -4.5, Wnt act 4.1, Rtt109 HAT inh 1.7, PvdQ acylase -1.2 and DAGLB inh -2.5.
Screening Cc1ccc(NCC(=O)N/N=C/c2c[nH]c3ccccc23)cc1 returned phage Ecoli inh 3.4, PfHsp90 yeast 2 4.0, Tat export inh -6.4, AddAB inh 5.0, Ecoli viability -3.4, CAL PDZ FP -2.4, Wnt act -1.6, Rtt109 HAT inh -24.8, PvdQ acylase -5.6 and DAGLB inh 3.3.
For O=C(c1cc2c(s1)CCCC2)N1CCN(CCO)CC1 the results were phage Ecoli inh 1.0, Tat export inh -6.1, AddAB inh 1.4, Ecoli viability 2.6, CAL PDZ FP 0.1, Wnt act -1.3, Rtt109 HAT inh -7.0, PvdQ acylase -3.6 and DAGLB inh -1.4.
`COc1ccc2nc(C)cc(SCC(=O)NNC(=O)COc3cccc4ccccc34)c2c1` gave phage Ecoli inh 3.2, PfHsp90 yeast 2 -1.4, Tat export inh -3.7, AddAB inh 1.1, Ecoli viability -0.3, CAL PDZ FP -3.9, Rtt109 HAT inh 0.5, PvdQ acylase -7.2 and DAGLB inh -2.1.
`O=C(Nc1cccc(-c2cn3cccnc3n2)c1)c1ccc2c(c1)OCO2` gave phage Ecoli inh 2.4, Tat export inh 0.2, AddAB inh 2.1, Ecoli viability 1.2, CAL PDZ FP -5.7, Rtt109 HAT inh -18.9, PvdQ acylase -20.2 and DAGLB inh 1.5.
`COc1ccc(NC(=S)NC(=O)C2CCCCC2)cc1` gave phage Ecoli inh 2.1, PfHsp90 yeast 2 11.1, Tat export inh -15.6, AddAB inh 1.8, Ecoli viability 2.1, CAL PDZ FP 0.4, Wnt act 16.0, Rtt109 HAT inh 2.7, PvdQ acylase -4.6 and DAGLB inh -6.3.
Screening Cc1cc(C)c(OCC(=O)Nc2nnn(C)n2)c(Br)c1 returned phage Ecoli inh 4.1, PfHsp90 yeast 2 9.6, Tat export inh 3.0, AddAB inh 0.1, Ecoli viability -0.8, CAL PDZ FP -3.8, Rtt109 HAT inh 1.1, PvdQ acylase 3.6 and DAGLB inh -1.5.
